Screens: PubChem BioAssay, National Center for Advancing Translational Sciences (NCATS)
EPAC1 agonist: activates human EPAC1 exchange factor. EPAC1 agonist qHTS, biochemical assay; response scale: 100% = response to 6.5 mM cAMP. Potency, µM (doses to about 154 µM), for the others: at the top dose activation, most hits filed as activators. actives 0.073% (n = 360,000). AID 720707; also: potency is read from the fitted curve at half-maximal effect; nearly all actives have a fitted effect of over 60% in size
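Normalized to 6.5 mM cAMP, activity reflects EPAC1-catalysed release of BODIPY-GDP from Rap1B, followed kinetically over 30 min at 480 nm excitation, 540 nm emission. Reaction contained 100 nM EPAC1, 250 nM Rap1B-BODIPY-GDP, 50 uM GDP.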
FUS suppressor: rescues growth of FUS-expressing yeast. S. cerevisiae FUS-expressing, growth rescue, OD600, 24 h. Potency, µM (doses to about 76.6 µM), for inactives: at the highest dose growth rescue (activation), usual class: activators. actives 0.24% (n = 390,000). AID 1347120;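 also: potency is read from the fitted curve at half-maximal effect; plate controls were DMSO vehicle for no effect and reference control for full effect; nearly all actives have a fitted effect of over 55% in size; some results filed as inactive show a strong effect at the top dose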
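Cultures pregrown in 2.5% raffinose medium are shifted to minimal medium containing 2% galactose to express toxic FUS. Compounds are tested at several concentrations. After 24hr at 30C, growth is quantified at 600 nm absorbance.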
PLK1 PBD inh: PLK1 (human) polo-box domain binding inhibition; actives 2.8% (n = 360,000); AID 720504; Plk1 PBD binding of FITC phosphopeptide, fluorescence polarization; P53350; Potency, µM, for inactives: max response, negative = inhibition, usual class: inhibitors; also: potency is read from the fitted curve at half-maximal effect; series mostly up to about 57 µM; % is scaled to controls: 0 for no effect and ±100 for the full control effect; nearly all actives have a fitted effect of over 65% in size
WRN inhibitor: blocks human WRN helicase. Q14191. WRN helicase unwinding, fluorescent forked duplex, kinetic. Potency, µM (top dose mostly 114 µM), inactives show at the top dose activity change, negative = inhibition, usual class: inhibitors. actives 0.46% (n = 360,000). AID 651768; also: potency is read from the fitted curve at half-maximal effect; % is scaled to controls: 0 for no effect and ±100 for the full control effect; nearly all actives have a fitted effect of over 55% in size
Target sequence (Q14191 whole entry, looked up): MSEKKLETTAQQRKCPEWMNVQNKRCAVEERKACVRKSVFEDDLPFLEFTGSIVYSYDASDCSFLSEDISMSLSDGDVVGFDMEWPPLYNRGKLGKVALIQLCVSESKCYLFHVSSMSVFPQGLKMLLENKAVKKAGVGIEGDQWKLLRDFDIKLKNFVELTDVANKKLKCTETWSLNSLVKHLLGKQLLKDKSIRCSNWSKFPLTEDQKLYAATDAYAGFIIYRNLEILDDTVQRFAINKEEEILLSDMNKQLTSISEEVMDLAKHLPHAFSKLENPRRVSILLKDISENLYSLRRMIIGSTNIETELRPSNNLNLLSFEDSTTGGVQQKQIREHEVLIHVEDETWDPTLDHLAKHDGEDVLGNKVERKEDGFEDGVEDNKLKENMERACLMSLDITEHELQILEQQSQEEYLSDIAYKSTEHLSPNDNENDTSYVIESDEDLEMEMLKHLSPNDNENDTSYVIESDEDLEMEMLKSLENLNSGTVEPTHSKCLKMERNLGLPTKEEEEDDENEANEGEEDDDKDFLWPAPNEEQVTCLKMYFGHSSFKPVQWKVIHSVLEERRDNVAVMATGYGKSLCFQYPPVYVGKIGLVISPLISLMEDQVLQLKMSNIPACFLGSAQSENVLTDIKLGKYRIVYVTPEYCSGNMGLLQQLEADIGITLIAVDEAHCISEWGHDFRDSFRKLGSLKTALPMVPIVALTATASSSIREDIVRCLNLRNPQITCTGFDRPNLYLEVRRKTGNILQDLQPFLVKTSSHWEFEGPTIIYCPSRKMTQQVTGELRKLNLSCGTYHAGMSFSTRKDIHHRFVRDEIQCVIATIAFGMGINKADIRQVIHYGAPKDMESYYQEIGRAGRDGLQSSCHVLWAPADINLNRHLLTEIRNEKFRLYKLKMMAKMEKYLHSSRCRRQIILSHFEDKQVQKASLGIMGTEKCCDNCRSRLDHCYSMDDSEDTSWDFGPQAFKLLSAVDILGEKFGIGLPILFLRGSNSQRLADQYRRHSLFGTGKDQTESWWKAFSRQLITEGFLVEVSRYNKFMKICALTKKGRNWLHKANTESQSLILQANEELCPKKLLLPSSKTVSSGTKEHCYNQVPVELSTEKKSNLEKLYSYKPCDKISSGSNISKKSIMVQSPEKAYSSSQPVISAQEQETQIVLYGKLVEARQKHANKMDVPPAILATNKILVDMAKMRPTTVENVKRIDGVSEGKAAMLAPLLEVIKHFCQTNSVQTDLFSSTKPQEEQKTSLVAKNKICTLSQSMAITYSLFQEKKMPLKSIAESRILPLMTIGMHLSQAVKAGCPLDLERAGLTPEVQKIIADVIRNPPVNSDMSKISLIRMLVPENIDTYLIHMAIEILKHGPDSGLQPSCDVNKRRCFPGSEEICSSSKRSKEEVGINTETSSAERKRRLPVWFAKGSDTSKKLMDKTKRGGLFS
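Enzyme (20 nM final) and test compound sit together 15 min at room temperature before substrate addition. Substrate is a single-forked duplex oligonucleotide (100 nM) labelled with fluorophore and quencher, with 2 mM ATP; helicase unwinding raises red fluorescence, read kinetically.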
IL2 activator: activators of IL-2; IL-2 activation reporter assay, cell-based qHTS; stimulated with anti-CD3/CD4/CD28 beads; in transgenic mouse T cells; activation, % (series mostly up to about 46 µM); actives 0.065% (n = 360,000); AID 652025; in the data active = activation above about 50%; inconclusive = mostly about 30% to 49%; also: 0% is about no effect
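Unstimulated transgenic mouse T cells; 60-min compound exposure; bead-based TCR/CD4/CD28 stimulation; 18 h culture, 37 degrees C; dual fluorescence (EGFP, DsRed) plate cytometry.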
PI5P4Ka inh: inhibitors of human PI5P4K alpha; P48426; PI5P4Kalpha enzyme, ADP-Glo luminescence, 60 min; active compounds read low; max response, %; actives 1.2% (n = 330,000); active = max response of -50% or lower; inconclusive = between -30% and -50%; inactive = -30% or higher; also: value at the top dose of about 77 µM; % is scaled to controls: 0 for no effect and ±100 for the full control effect
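Quantitative HTS of the MLSMR library against PI5P4Kalpha with substrate. ATP added last at 5 microM final; room temperature, 60 minutes. Remaining ATP depleted, ADP converted and read as luminescence.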
Abeta yeast res: restores growth of yeast expressing A-beta42 peptide. Potency, µM (titrated, usually from 46.1 µM), inactives show top-dose growth rescue, usual class: activators. actives 0.063% (n = 410,000). yeast expressing A-beta42, growth rescue, OD600, 48 h; response scale: 0% DMSO, 100% iron-clioquinol control; also: potency is read from the fitted curve at half-maximal effect; nearly all actives have a fitted effect of over 55% in size
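Yeast A-beta toxicity model in growth medium with pinned compounds, 48 h at 30 C; growth read as absorbance at 600 nm. Normalized to FeCl3/clioquinol equimolar mix (positive) and DMSO (negative).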
EPAC1 antagonist: antagonists of human EPAC1 | O95398 | EPAC1 GEF assay, Rap1b-BODIPY-GDP exchange fluorescence | Potency, µM (top dose mostly 115 µM), inactives show top-dose activity change, negative = inhibition, usual class: inhibitors | actives 0.14% (n = 360,000) | AID 720709;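 also: potency is read from the fitted curve at half-maximal effect; plate controls were vehicle for no effect and positive control for full effect; nearly all actives have a fitted effect of over 50% in size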
aSyn rescue: inhibitors of alpha-synuclein toxicity in yeast; actives 0.14% (n = 370,000); Yeast expressing alpha-synuclein, growth rescue, BacTiter-Glo, 24 h; AID 652106; Potency, µM (doses to about 46.1 µM), inactives show at the top dose growth rescue (activation), usual class: activators; also: potency is read from the fitted curve at half-maximal effect; % of control where 0% means no effect; nearly all actives have a fitted effect of over 65% in size
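Screening used galactose-induced yeast with toxic alpha-synuclein levels, exposed to compound for 24 hr at 30 deg C. Cell growth, read with BacTiter-Glo luminescence, gave the measured signal.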
The depositor's hits bear a star; u = inconclusive; x = no result given; [ ] = remark or other dose. Unless noted, calls follow the shape of the dose curve; as a rule, active = well fitted curve in the direction sought with a large enough effect; inconclusive = small, poorly fitted or top-dose-only effect, or another doubt; inactive = no such curve, though single readings can be large; an effect the other way counts as inactive or inconclusive. The order is random; 4.1% or so of the library scored in one or more.

SMILES	EPAC1 agonist	FUS suppressor	PLK1 PBD inh	WRN inhibitor	IL2 activator	PI5P4Ka inh	Abeta yeast res	EPAC1 antagonist	aSyn rescue
Cc1nc2nc(C)c(NS(=O)(=O)c3cccs3)c(=O)n2[nH]1	4.5%	1.5%	-5.2%	2.6%	0.4	2.4	6.8%	-15.7%	4.0%
Cc1cc(C(O)c2ncc(-c3ccc(Cl)cc3)[nH]2)ccc1F (stereo not given)	-8.0%	-7.3%	-2.6%	-0.6%	0.3	14.9	-6.4%	-18.2%	3.7%
C/C(=N\N1CCN(C)CC1)c1ccc(OC(F)F)cc1	3.1%	-25.7%	-3.3%	5.1%	-0.1	-1.7	-5.3%	9.1%	-9.2%
Cc1c(C(=O)c2ccccc2)c2ccccn2c1CCC#N	-4.2%	3.6%	-20.4%	-10.7%	0.5	5.8	-1.7%	-13.6%	-2.1%
CC1=NN(C(C#N)c2cccc([N+](=O)[O-])c2)C(C)(C)C1 (stereo not given)	14.4%	x	-5.3%	-25.5%	-3.9	1.0	0.0%	-19.1%	-9.6%
CC(=NNC(=O)c1ccncc1)c1ccccc1Cl	12.0%	u	-2.5%	4.8%	0.2	-1.9	5.5%	11.1%	3.3%
CCCOC(=O)c1cccc(NC(=O)C(C)(C)C)c1	-10.9%	14.0%	-1.1%	-10.0%	0.1	6.7	3.5%	-11.2%	-10.2%
CCC(C)NC(=O)Cn1cccc1C(=O)c1ccccc1 (stereo not given)	2.0%	4.9%	-3.3%	-7.7%	4.7	0.1	0.0%	-1.8%	-1.1%
CCOC(=O)C1CCCN(C(=O)c2cccc(OC(F)(F)F)c2)CC1 (stereo not given)	-14.4%	5.8%	-7.9%	-4.3%	0.3	0.7	-10.9%	6.8%	4.1%
COc1cccc(-c2oc3c(c2C#CC2(N)CCCCC2)C(O)CCC3)c1 (stereo not given)	-7.2%	27.7%	-4.4%	13.7%	-0.9	4.9	-7.3%	11.4%	-11.1%
Cc1ccc(S(=O)(=O)N2CCN(CC(=O)N3CCCC3)CC2)c(C)c1	-3.0%	-8.6%	4.7%	-10.2%	0.0	-0.4	12.5%	-4.7%	3.2%
CCCCC(=O)NCCc1cc2c(C)ccc(C)c2[nH]c1=O	-17.0%	-25.3%	-5.0%	-0.2%	-3.0	0.8	1.5%	2.3%	-3.8%
O=[N+]([O-])c1ccc(OCCN2CCCCCC2)cc1	-5.8%	0.3%	-0.5%	-11.5%	0.3	4.5	-9.4%	13.6%	2.7%
COc1ccc(-n2c(C)nnc2SCC(=O)N2C(C)CCCC2C)cc1 (stereo not given)	1.0%	0.3%	-7.7%	3.4%	-2.8	x	-7.8%	12.3%	-1.8%
O=c1[nH]c(CSc2nnc(-c3cccnc3)n2C2CCCCC2)nc2ccccc12	-2.6%	x	0.7%	-1.1%	0.2	-5.0	5.2%	6.5%	-3.3%
S=C(NCc1ccccn1)Nc1ccc(Cl)c(Cl)c1	-2.5%	x	-12.6%	-18.4%	-6.1	-5.7	23.1%	7.3%	0.4%
CCc1nc(SCc2nnc(-c3ccc(C)cc3)o2)c2c(C)c(C)sc2n1	4.0%	-9.0%	2.2%	-1.7%	1.4	-3.9	-3.3%	0.2%	-3.9%
CCCCCOC(=O)C1[C@H]2C(=O)N(c3ccccc3CC)C[C@]23C=C[C@H]1O3 (stereo not given in full)	-21.1%	20.1%	-5.2%	-13.0%	0.1	-2.8	19.9%	-9.4%	4.6%
CCCn1nnc(NC(=O)/C=C/c2ccccc2)n1	-3.7%	-10.1%	2.5%	-12.1%	0.1	5.3	-22.1%	-5.3%	-5.2%
COc1cccc(C(=O)Nc2cccc3c2ccc2cccn23)c1	4.8%	11.2%	-8.3%	-20.9%	-0.6	u	2.5%	u	4.8%
COc1cc(C)ccc1OCCCON1C(=O)CCC1=O	3.7%	u	-4.9%	4.4%	2.7	x	2.3%	-22.8%	-1.2%
Cc1ccc2cc3cc(C(=O)N(CC(=O)NC4CCCC4)c4cccc(C)c4C)sc3nc2c1	10.3%	57.0%	2.4%	-3.9%	1.0	x	16.8%	6.1%	12.3%
O=C(O)c1cccc(NC(=O)c2ccc3c(c2)C(=O)N(CC2CCCO2)C3=O)c1 (stereo not given)	-1.7%	7.0%	-1.9%	-7.2%	-1.5	u	-2.1%	8.0%	x
NC(=O)C(CC(=O)O)NC(=O)[C@@H]1CCCNc2c(I)cc([N+](=O)[O-])cc2C(=O)N[C@@H](CO)C(=O)N[C@@H](Cc2ccc(O)cc2)C(=O)N1 (stereo not given in full)	16.8%	35.4%	-3.4%	u	-0.1	0.3	-11.7%	-3.7%	0.3%
CCOC(=O)c1c(NC(=O)Cc2cccs2)sc2c1CCCC2	-0.6%	-0.7%	-16.8%	-25.2%	-0.8	8.2	-1.7%	15.7%	2.7%
COc1ccc2nc(NC(=O)c3cccc(-c4cc5ccccc5oc4=O)c3)sc2c1	-3.4%	45.2%	-9.7%	-26.6%	-2.5	-23.9	3.6%	3.3%	-4.7%
CS(=O)(=O)N(Cc1ccccc1)c1ccc(C(=O)N2CCN(c3cccc(Cl)c3)CC2)cc1	14.5%	44.2%	1.7%	-8.9%	-2.8	x	21.3%	7.6%	17.5%
CCOC(=O)C1CCN(C(=O)Cn2cc(C(=O)C3CC3)c3ccccc32)CC1	6.6%	1.6%	-2.2%	-5.3%	-1.2	x	8.7%	3.5%	1.2%
CC1Cc2ccccc2N1C(=O)CN1CCN(Cc2ccccc2)CC1 (stereo not given)	13.6%	-22.9%	3.7%	-0.2%	-0.7	-2.4	3.4%	8.0%	-8.9%
C=CCn1c(SCC(=O)NC2CCCCC2)nnc1-c1ccc(OC)cc1	0.7%	x	-0.6%	0.6%	-1.5	1.7	0.1%	1.8%	7.7%
S=C1NCCOCCNC(=S)NCCOCCOCCOCCN1	-4.8%	x	-22.5%	-18.1%	-0.4	6.0	11.6%	-24.1%	-0.2%
Cc1noc(C)c1CSCC(=O)Nc1nc2ccc(F)cc2s1	8.7%	21.4%	-15.9%	-11.1%	-0.9	-23.6	u	-2.9%	-2.0%
CCCC(=O)Nc1nc2nc(-c3ccccc3)cc(=O)n2[nH]1	-0.4%	19.2%	0.3%	-9.7%	-0.5	-29.2	3.2%	9.6%	2.0%
CCCN1C(=O)c2cc(C(=O)NCCc3cccc(C)c3)ccc2C1O (stereo not given)	-0.3%	-19.1%	0.4%	-6.7%	-3.9	-1.0	-0.8%	5.1%	-6.3%
CC1(c2cc(C(F)(F)F)n3nc(C(=O)O)cc3n2)CC1	-2.2%	15.1%	-4.4%	0.1%	-2.8	x	-3.9%	-20.7%	0.0%
COc1cc(C(=O)N2CCN(S(=O)(=O)c3ccc(F)cc3)CC2)cc(OC)c1OC	-2.2%	1.1%	-0.3%	7.5%	1.1	x	23.2%	6.2%	-8.3%
CCOC(=O)N1CCN(C(=O)CSc2ccc3nnc(-c4cccnc4)n3n2)CC1	5.8%	23.5%	-10.2%	-10.7%[57.1 µM]	-2.5	-0.8	-3.5%	15.7%	-4.8%
COc1ccc2cc3cc(C(=O)N4CCN(c5ccccc5)CC4)oc3nc2c1	14.6%	17.3%	-4.9%	-6.4%	0.8	-0.3	16.9%	-7.8%	14.7%
O=C(Cn1cnc2scc(-c3ccc(F)cc3)c2c1=O)NCC(c1ccco1)N1CCCC1 (stereo not given)	0.9%	25.0%	-7.3%	-0.6%	0.3	-4.5	2.0%	-20.3%	-1.7%
O=C(NNC1CC(=O)N(c2ccc(Br)cc2)C1=O)c1cccs1 (stereo not given)	11.0%	4.5%	-31.0%	0.0%	0.8	9.5	17.9%	6.2%	2.7%
COc1ccc(S(=O)(=O)N2CCN(C3CC4CCC3C4)CC2)cc1 (stereo not given)	-7.8%	11.0%	u	-6.6%	-1.9	2.9	-9.0%	-7.8%	-0.2%
Cn1cc(-c2csc(C(O)c3ccccc3)n2)cn1 (stereo not given)	-2.5%	-36.0%	3.6%	-4.5%	-0.1	-2.1	7.1%	13.7%	1.2%
CN(CC(=O)NCC1CCCO1)S(=O)(=O)c1ccc(Br)cc1 (stereo not given)	0.6%	x	-2.1%	u	-3.3	-3.4	9.6%	-11.8%	-2.5%
CC(=O)n1cc([C@@H]2C=C(C(=O)N3CCOCC3)O[C@H](OCCCCO)C2)c2ccccc21	4.0%	9.6%	-0.5%	2.4%	0.0	-3.7	7.6%	5.5%	2.1%
COc1ccc(NC(=O)Cc2ccccc2)cn1	16.4%	14.5%	u	-28.7%	-3.3	-8.2	8.2%	-12.8%	2.0%
O=C(NCc1ccc2c(c1)OCO2)c1cccc(F)c1	-1.6%	-13.4%	1.7%	11.2%	-0.2	-5.2	28.2%	3.9%	2.2%
CN(CC(=O)Nc1ccc(F)c(F)c1F)C(=O)C1COc2ccccc2O1 (stereo not given)	2.6%	x	-9.3%	-18.5%	-2.1	-11.6	1.0%	8.2%	2.2%
O=C(NCCCN1CCCC1=O)C(=O)NCC1OCCN1S(=O)(=O)c1cc(F)ccc1F (stereo not given)	9.2%	-24.2%	-8.5%	8.6%	-0.9	-22.3	2.9%	-10.4%	u

3 of these compounds in another layout.
structure,EPAC1 agonist,FUS suppressor,PLK1 PBD inh,WRN inhibitor,IL2 activator,PI5P4Ka inh,Abeta yeast res,EPAC1 antagonist,aSyn rescue
COc1cc(C)ccc1OCCCON1C(=O)CCC1=O,3.7%,u,-4.9%,4.4%,2.7,x,2.3%,-22.8%,-1.2%
S=C1NCCOCCNC(=S)NCCOCCOCCOCCN1,-4.8%,x,-22.5%,-18.1%,-0.4,6.0,11.6%,-24.1%,-0.2%
CC(=NNC(=O)c1ccncc1)c1ccccc1Cl,12.0%,u,-2.5%,4.8%,0.2,-1.9,5.5%,11.1%,3.3%
